# FEN1 inhibitor: qHTS Assay for the Inhibitors of Human Flap endonuclease 1 (FEN1). P39748. Recombinant FEN1 flap cleavage, fluorescence, 15 min. Potency, µM (top dose mostly 114 µM), for inactives: at the highest dose activity change, negative = inhibition, usual class: inhibitors. 390,000 tested, 0.35% active; also: nearly all actives have a fitted effect of over 65% in size
#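 With each library titrated from low to high concentration, compounds met 10 nM FEN1 for 15 min at room temperature before 50 nM substrate was added; readings at 0 and 15 min fed four-parameter Hill curve fits.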
# GCN5L2 inh: qHTS Assay for Inhibitors of GCN5L2; Histone acetyltransferase KAT2A (Homo sapiens), Q92830; GCN5L2 HAT assay, ThioGlo1 CoA-SH fluorescence; Potency, µM (highest dose often 58.9 µM), for the others: at the top dose activity change, negative = inhibition, usual class: inhibitors; 390,000 tested, 0.21% active
# Target sequence (Q92830 whole entry, looked up): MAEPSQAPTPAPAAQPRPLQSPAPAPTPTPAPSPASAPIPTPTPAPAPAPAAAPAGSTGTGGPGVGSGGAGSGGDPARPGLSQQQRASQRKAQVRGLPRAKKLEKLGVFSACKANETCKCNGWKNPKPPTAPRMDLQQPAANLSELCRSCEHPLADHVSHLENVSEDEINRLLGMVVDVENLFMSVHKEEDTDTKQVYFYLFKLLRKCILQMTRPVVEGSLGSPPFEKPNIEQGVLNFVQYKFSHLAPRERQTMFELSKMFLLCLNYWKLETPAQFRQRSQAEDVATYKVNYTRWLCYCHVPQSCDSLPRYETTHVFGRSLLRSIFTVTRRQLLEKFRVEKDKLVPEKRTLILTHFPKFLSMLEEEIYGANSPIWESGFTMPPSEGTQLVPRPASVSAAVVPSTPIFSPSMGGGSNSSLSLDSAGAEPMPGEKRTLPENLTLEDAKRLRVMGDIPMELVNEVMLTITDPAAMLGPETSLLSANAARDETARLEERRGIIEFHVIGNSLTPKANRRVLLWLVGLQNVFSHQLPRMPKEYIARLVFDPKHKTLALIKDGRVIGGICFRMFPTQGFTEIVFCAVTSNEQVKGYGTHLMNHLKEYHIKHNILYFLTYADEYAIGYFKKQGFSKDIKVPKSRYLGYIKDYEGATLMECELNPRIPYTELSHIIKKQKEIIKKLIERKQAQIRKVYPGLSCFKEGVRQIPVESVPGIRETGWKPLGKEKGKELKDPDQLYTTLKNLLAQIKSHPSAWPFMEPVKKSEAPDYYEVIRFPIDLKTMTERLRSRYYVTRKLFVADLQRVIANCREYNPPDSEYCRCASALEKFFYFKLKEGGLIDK
#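 Free CoA generated was detected with ThioGlo1 (50uM) fluorescence at Ex340nm/Em540nm, read immediately and after 20 min at room temperature. Enzyme, 20 nM in HEPES pH 7.5 buffer, saw compounds 15 min before adding 75uM H3(1-25) peptide and 70uM acetyl-CoA.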
# N370S GC: qHTS Assay for Inhibitors and Activators of N370S glucocerebrosidase as a Potential Chaperone Treatment of Gaucher Disease; 330,000 tested, 0.092% active; N370S GC spleen homogenate, 4MU-glucoside fluorescence; Lysosomal acid glucosylceramidase (Homo sapiens), P04062; AID 2101, 2009; Potency, µM (titrated, usually from 59.4 µM), without a hit: at the highest dose activity change, negative = inhibition, most hits filed as inhibitors;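 also: 0% = full enzyme activity and -100% = no enzyme basal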
# An asterisk follows results filed as active; ? = inconclusive; / = not tested or not shown; & = joins results of further samples. Calls follow the shape of the dose curve; as a rule, active = well fitted curve in the direction sought with a large enough effect; inconclusive = small, poorly fitted or top-dose-only effect, or another doubt; inactive = no such curve, though single readings can be large; an effect the other way counts as inactive or inconclusive. Unless noted, % is scaled to controls: 0 for no effect and ±100 for the full control effect; potency is read from the fitted curve at half-maximal effect. An excerpt; count on the stated rates, not on these rows.
# The line under a structure holds: FEN1 inhibitor	GCN5L2 inh	N370S GC
> Cc1ccnc(SCC(=O)c2ccc([N+](=O)[O-])cc2)n1
  -3%	25%	-2%
> CCN(CC)c1ccc(NC(=O)c2cnc3ccccn3c2=O)c(C)c1
  -1%	1%	-15%
> Cc1cc(C)n(CCN(C)c2nc3nonc3nc2NC2CC2)n1
  -13%	?	-5%
> OC(COc1ccc(Cl)c2ccccc12)CN1CCN(c2ccccn2)CC1 (stereo not given)
  ?	-7%	-9%
> O=C(c1cccs1)N1CCC2(O)CCCCC2C1c1ccc(F)cc1 (stereo not given)
  5%	11%	4%
> O=C(CCS(=O)(=O)c1ccccc1)N(Cc1cccnc1)c1nc2ccc(F)cc2s1
  7%	-3%	/
> COc1ccc(OC)c(CCNC(=O)CCC(=O)N2CCOc3ccc(C)cc32)c1
  -5%	-10%	-2%
> C/C(=N\NC(=O)C1=NNC(=O)C1C)c1cccs1 (stereo not given)
  -7%	-7%	3%
> COc1ccccc1CN1CC(C(=O)NCc2cccc(C)n2)CCC1=O (stereo not given)
  -2%	-19%	0%
> COc1ccc(C(=O)NCCc2ccc(C(F)(F)F)cc2)cc1S(=O)(=O)N1CCOCC1
  -6%	2%	/
> COc1cccc(NC(=O)CN2C(=O)C(c3ccc(C)cc3)=NC23CCCCCC3)c1
  -16%	-12%	9%
> COc1ccccc1-c1sc2ccccc2c1-c1ccc(Br)nc1
  12%	-6%	/
> COc1cc(OC)nc(NC(=S)NC(=O)c2ccccc2)n1
  1%	1%	1%
> Cc1ccc(NC(=O)Cn2nnc(C(=O)NCc3ccc4c(c3)OCO4)c2N)cc1Cl
  -4%	19%	/
> NC(=O)c1ccccc1NC(=S)NC(=O)c1ccc(Br)o1
  3%	3%	-9%
> Cc1ccc(S(=O)(=O)Nc2ccc(C(=O)NC3CC3)cc2)cc1
  5%	-5%	-3%
> Clc1ccc(CSc2nc3ccncc3[nH]2)cc1
  -7%	-1%	?
> O=C(CN1C(=O)C2(SCC(=O)N2c2ccccc2)c2ccccc21)Nc1ccccc1C(F)(F)F (stereo not given)
  -5%	1%	/
> CCOC(=O)C1=CN(Cc2cccc(F)c2)S(=O)(=O)N(CC)C1c1ccc(C(F)(F)F)cc1 (stereo not given)
  -6%	-8%	/
> Cn1c(=O)c(=O)n(C)c2cc(NC(=O)c3ccccc3Br)ccc21
  12%	-7%	/
> Cc1ccc(C(=O)N/N=C\c2ccc(-c3ccc(Cl)cc3)o2)cn1
  -10%	-9%	-8%
> COCCN(CCOC)S(=O)(=O)c1ccc(C(=O)Nc2nc(-c3ccncc3)cs2)cc1
  -15%	2%	0%
> CC1CCCN(C(=O)COC(=O)Cc2c[nH]c3ccccc23)C1 (stereo not given)
  -5%	-3%	/
> O=S(=O)(NC1=NCCC1)c1cccc(NC(=S)Nc2ccc(OC(F)F)cc2)c1
  -3%	-4%	/
> N#Cc1nc(-c2ccc(OCc3ccccc3)cc2)oc1NCCCn1ccnc1
  -1%	-7%	?
> CCOC(=O)c1c(NC(=O)c2ccoc2C)sc(C)c1C
  -9%	-8%	-8%
> CCOc1cccc(OCCOCCN2CCCC2)c1
  -2%	0%	-4%
> CCCC(C)NC(=O)CN1C(=O)c2cccc3cccc1c23 (stereo not given)
  3%	?	7%
> COC(=O)C1CCN(C(=O)CSc2nnc(-c3ccncc3)o2)CC1
  1%	0%	6%
> CCN(Cc1ccccc1)C1CCN(Cc2ccccc2)CC1
  5%	2%	-6%
> Cc1c(NC(=O)OCCSc2nc(N(C)C)nc(N(C)C)n2)sc(=S)n1C
  12%	/	10%
> Cc1cccc(-n2cc(CNCCN3CCOC3=O)c(-c3cccc(F)c3)n2)c1
  -7%	-4%	-10%
> CCS(=O)(=O)n1nc(-c2ccccc2)cc1N
  -2%	-3%	-7%
> Cc1ccc2c(c1)c(=O)c1ccccc1n2CCCC(=O)Nc1cc(Cl)ccc1C
  30%	-3%	/
> COc1cccc(-c2nc(N3CCN(c4ccccc4)CC3)c3ccccc3n2)c1O
  -11%	?	7%
> O=C(OCc1nnn(Cc2ccccc2)c1-c1c(COC(=O)c2ccccc2)nnn1Cc1ccccc1)c1ccccc1
  -19%	-5%	19%
> Cc1cc(=O)n2c3ccccc3n(CC(O)CN3CCC(C)CC3)c2c1C#N (stereo not given)
  -9%	1%	0%
> NCCCC[C@H]1CNC(=S)N1CCCCC1CCCCC1
  -4%	0%	-12%
> CC(Oc1ccc(Cl)cc1)C(=O)N/N=C/c1ccsc1 (stereo not given)
  -7%	1%	6%
> CCOC(=O)[C@H]1[C@H]2COc3ccc(Cl)cc3[C@@H]2N2C(=O)c3cc(Br)ccc3NC(=O)[C@@]12C
  -15%	-13%	?
> CCCCOc1ccc(C2NC(=O)NC(C)=C2C(C)=O)cc1OCC (stereo not given)
  -3%	-7%	-3%
> O=C(O)c1ccc(-c2ccc(/C=C3\NC(=O)N(Cc4ccc(Cl)cc4)C3=O)o2)cc1Cl
  28µM*	-16%	-2%
> NC(=O)CC(NC(=O)c1cccc(Br)c1)c1ccc(NC2CCCCCCCCCCC2)c([N+](=O)[O-])c1 (stereo not given)
  -17%	-8%	-2%
> CC(=O)Oc1ccc(/C=N/NC(=O)c2ccc(N(C)S(=O)(=O)c3ccccc3)cc2)cc1
  10%	-12%	-13%
> Cc1cccnc1NC(=O)CCCc1c[nH]c2ccccc12
  13%	1%	-14%
> O=C(Cn1c(SCCOc2ccccc2Cl)nc2ccccc21)N1CCOCC1
  -2%	-5%	/
> CCOC(=O)N1CCN(C(=O)c2ccc(Cn3c(=S)[nH]c4ccc(Br)cc4c3=O)cc2)CC1
  5%	-9%	-1%
> COc1ccc(NC(=O)CN(C)CC(=O)Nc2ccc(C)c(S(=O)(=O)N3CCCCC3)c2)cc1
  -14%	-9%	/
> O=C(CSc1cc(Cl)ccc1Cl)Nc1ccc(N2CCOCC2)cc1
  3%	-3%	/
> O=[N+]([O-])c1ccc(C2CC(c3ccccc3)=Nc3ccccc3S2)cc1 (stereo not given)
  -5%	-15%	3%
> COC(=O)C1=C(C)N(C)C(=O)NC1c1c(OC)ccc2ccccc12 (stereo not given)
  -1%	-3%	-21%
> O=C(O)c1ccc(O)c(N2C(=O)Nc3ccccc3N2O)c1
  14%	1%	-3%
> Cc1cc(C)c(NS(=O)(=O)c2c(C)noc2C)c(C)c1
  -2%	-5%	-11%
> CSc1ncc(Cl)c(C(=O)Nc2c(C(=O)c3ccc(Cl)cc3)oc3ccccc23)n1
  17%	-6%	/
> Cc1cc(C)n2nc(CNC(=O)c3cccc(Cl)c3)nc2n1
  3%	1%	/
> O=C(Nc1ccc(C(F)(F)F)cc1)N1CCC(N2CCCCC2)CC1
  -6%	0%	/
> COc1ccc(S(=O)(=O)N2CCOC2CNC(=O)C(=O)NCCN2CCOCC2)cc1OC (stereo not given)
  0%	1%	-5%
> COc1ccc(OC)c(NC(=O)CCN2C(=O)c3cccc([N+](=O)[O-])c3C2=O)c1
  9%	-2%	-26%
> N[C@@H](C(=O)N[C@@H]1C(=O)N2C(C(=O)O)=C(Cl)CS[C@H]12)c1ccccc1
  -25%	?	6%&-4%
> O=C(/C=C/c1ccco1)NCC1OCCc2ccccc21 (stereo not given)
  ?	-27%	2%

# Next section.
Molecule | FEN1 inhibitor | GCN5L2 inh | N370S GC
CC(C)CCOc1ccc(C2=NNC(=O)CC2)cc1 | 10% | -4% | -11%
CCc1ccc(C2C(C#N)=C(N)C(C#N)(C#N)C3=CCC(C(C)(C)C)CC32)cc1 (stereo not given) | ? | -15% | -14%
O=C(Cc1cccs1)NCCS(=O)(=O)N1CCN(c2cccc(Cl)c2)CC1 | -5% | -22% | -9%
Cc1ccc(Nc2nc(/N=C/N(C)C)n[nH]2)cc1C | 5% | -20% | 6%
COn1c(-c2ccc(Cl)cc2)nc2ncccc21 | -9% | -2% | 28%
O=C(CCc1ccc(S(=O)(=O)N2CCOCC2)cc1)Nc1ccc2ccccc2c1 | -1% | -11% | /
C=CCc1ccc(OCCn2nnc3ccccc32)c(OC)c1 | 8% | -13% | -3%
CC(=O)Nc1ccc(NS(=O)(=O)c2ccc3c(c2)oc(=O)n3C)cc1 | 7% | 0% | -3%
Cc1c(C(=O)O)cnc2cc(-c3ccc(Cl)cc3)nn12 | 0% | 0% | 2%
CC(C(=O)Nc1nccs1)c1ccc([N+](=O)[O-])cc1 (stereo not given) | -1% | 11% | 14%
COCCn1c(=O)c(-c2cn(C)c3ccccc23)nc2cnc(Oc3ccc(OC)cc3)nc21 | / | ? | -21%
CN(C)S(=O)(=O)c1ccc(S(=O)(=O)N2CCCC2)cc1 | 4% | -2% | 17%
CCOC(=O)c1cnc2ccc(C(=O)OC)cc2c1Nc1ccc(OCc2ccccc2Cl)cc1 | -1% | -10% | /
Cc1ccc(C(=O)NNC(=O)c2ccc(SCC3CCCO3)c([N+](=O)[O-])c2)cc1 (stereo not given) | 18% | -1% | -4%
COc1ccccc1CCn1c(=O)c(C)nc2cncnc21 | / | 3% | 1%
COc1ccc(CN2C(=O)c3cccnc3C2Nc2ccc(C)cc2)cc1 (stereo not given) | -11% | 0% | 3%
CC(C)C(=O)Nc1ccc(Br)cc1Cl | -4% | -6% | 10%
Cc1cccc(NC(=O)c2ccc([N+](=O)[O-])o2)c1C | 7% | -3% | -3%
COC1CC(O[C@H]2/C(C)=C/CC3CC(C[C@]4(CCC(C)C(C5CCCCC5)O4)O3)OC(=O)[C@H]3C=C(C)/C(=N/O)C4OC/C(=C\C=C\[C@@H]2C)[C@@]43O)OC(C)C1O (stereo not given in full) | / | -6% | -18%
CSc1nnc(-c2ccco2)n1-c1ccccc1 | 10% | -2% | 2%
CC(C)N1CCN(Cc2coc3ccccc3c2=O)CC1CCO (stereo not given) | 0% | ? | 11%
COc1ccc(C(=O)Nc2ccc(C(=O)OCC(=O)c3ccccc3)cc2)cc1 | 4% | -4% | -12%
Cn1nc(-c2ccc(OCC(=O)Nc3ccc(Cl)cc3)cc2)c2ccccc2c1=O | ? | -12% | /
O=C(COC(=O)c1cccnc1Cl)NC(=O)c1ccc(OC(F)F)cc1 | -4% | -3% | /
COc1c(Cl)cc(C(=O)N(Cc2ccccc2F)C2CCS(=O)(=O)C2)cc1Cl (stereo not given) | -3% | 2% | /
Cc1cc(C(=O)N2CCN(c3ncccn3)CC2)nn1C | -2% | -1% | -3%
Nc1cc(C(=O)OCC(=O)NC(c2ccccc2)c2ccccc2)ccc1Cl | -6% | 0% | 4%
O=C(/C=C/c1ccco1)Nc1ccccc1N1CCCC1 | 12% | 1% | -6%
CC(C)Sc1nc2c(c(=O)n(C)c(=O)n2C)n1Cc1ccc(Cl)cc1 | -3% | -1% | 20%
COc1cc(CNc2ccccc2Oc2cc(=O)n(C)c(=O)n2C)cc(OC)c1OC | 0% | 6% | -2%

# A second format for part of the listing above.
SMILES: CC(C)CCOc1ccc(C2=NNC(=O)CC2)cc1
  FEN1 inhibitor: 10%
  GCN5L2 inh: -4%
  N370S GC: -11%

SMILES: Cn1nc(-c2ccc(OCC(=O)Nc3ccc(Cl)cc3)cc2)c2ccccc2c1=O
  FEN1 inhibitor: ?
  GCN5L2 inh: -12%
  N370S GC: /

# New compounds follow
Molecule | FEN1 inhibitor | GCN5L2 inh | N370S GC
Cn1nc(C(=O)NNC(=O)CCc2ccccc2Cl)c2ccccc2c1=O | -11% | -5% | 7%
Cc1ccc(CSCC(=O)N/N=C/c2ccc(OCC(=O)Nc3ccc(C)cc3)cc2)cc1 | -18% | -5% | /
CCCC(CCC(=O)Nc1cc([N+](=O)[O-])ccc1O)C(=O)O (stereo not given) | 1% | -15% | -10%
S=c1[nH]c2ccccc2n1CCOc1ccccc1 | 12% | -27% | ?
Cc1ccc(C(=O)N/C(=C\c2ccco2)C(=O)N2CCOCC2)cc1C | 17% | -1% | -5%
COc1ccc(N2CCN(S(=O)(=O)CCNC(=O)Cc3ccc(OC)c(OC)c3)CC2)cc1 | 15% | 0% | /
CN(C)Cc1nc2ccccc2c(=O)n1Cc1nc(-c2cccc([N+](=O)[O-])c2)cs1 | -3% | -8% | -11%
O=S(=O)(Nc1nc2ccccc2nc1Cl)c1ccc2ccccc2c1 | 0% | -7% | 2%
CCOc1cc2c(cc1OC)C(c1cccc([N+](=O)[O-])c1)NCC2 (stereo not given) | -30% | -8% | -19%
Nc1ccc(-c2nc3ncccc3o2)cc1 | 7% | -18% | ?

# Compound profiles, as listed above. Order of screens: FEN1 inhibitor	GCN5L2 inh	N370S GC
# Record of COc1ccc(N2CCN(S(=O)(=O)CCNC(=O)Cc3ccc(OC)c(OC)c3)CC2)cc1 → 15%	0%	/
# Record of Cc1ccc(CSCC(=O)N/N=C/c2ccc(OCC(=O)Nc3ccc(C)cc3)cc2)cc1 → -18%	-5%	/
# Record of O=S(=O)(Nc1nc2ccccc2nc1Cl)c1ccc2ccccc2c1 → 0%	-7%	2%

# Screening data: PubChem BioAssay, National Center for Advancing Translational Sciences (NCATS)
